RGS4 block: RGS4 inhibitors, primary screen, cell-based, HEK293 M3R inducible RGS4, calcium flux; B-score at 10 µM; Fluo-4 calcium flux; stronger effect = higher value; triggered by carbachol at its EC20; AID 463165, 2010; 310,000 compounds, 0.45% hits; Regulator of G-protein signaling 4 (Homo sapiens), P49798;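 active = B-score, a plate-corrected calcium signal, over three deviations above library mean, with baseline fluorescence within five deviations of library mean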;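 note: RGS4 expression induced by doxycycline in cells with stable M3 receptor; B-score is computed from the integrated fluorescence ratio over baseline after carbachol; higher B-score means a larger calcium signal and so more RGS4 inhibition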
MrgX1 ag: agonists of human MrgX1 receptor, primary screen, HEK293 cells, Fluo-4 calcium flux. B-score at 10 µM. Mas-related G-protein coupled receptor member X1 (Homo sapiens), Q96LB2. AID 588627, 2011. 310,000 compounds, 0.44% hits. Fluo-4 calcium fluorescence, agonist mode; stronger effect = higher value;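 active = calcium response B-score plate-corrected fluorescence ratio at least 3 library SD, with starting fluorescence B-score inside 5 SD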
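Material: HEK293 cells stably expressing human MrgX1 receptor | Quantity: 15,000 cells per well | Times: Cells plated overnight, dye loaded 0.5 h 37 °C, 0.5 h room temperature | Measured by: Kinetic Fluo-4 NW fluorescence of intracellular calcium | Control set: Positive and negative controls per plate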
hERG rescue: hERG rescue from dofetilide block, primary screen, cell-based, CHO-hERG, FluxOR thallium flux, dofetilide IC70; 310,000 compounds, 0.51% hits; dofetilide IC70 present; AID 1511, 2009; activation (rescue from dofetilide block), less the hit threshold, % at 10 µM;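 active = activation above the mean of controls blocked by dofetilide plus 5 SD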;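 note: thallium influx through hERG after potassium depolarization seen as dye fluorescence rise; in these data hits start at about 4.7%; inactives centre near -7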
Target sequence (Q12809 whole entry, looked up): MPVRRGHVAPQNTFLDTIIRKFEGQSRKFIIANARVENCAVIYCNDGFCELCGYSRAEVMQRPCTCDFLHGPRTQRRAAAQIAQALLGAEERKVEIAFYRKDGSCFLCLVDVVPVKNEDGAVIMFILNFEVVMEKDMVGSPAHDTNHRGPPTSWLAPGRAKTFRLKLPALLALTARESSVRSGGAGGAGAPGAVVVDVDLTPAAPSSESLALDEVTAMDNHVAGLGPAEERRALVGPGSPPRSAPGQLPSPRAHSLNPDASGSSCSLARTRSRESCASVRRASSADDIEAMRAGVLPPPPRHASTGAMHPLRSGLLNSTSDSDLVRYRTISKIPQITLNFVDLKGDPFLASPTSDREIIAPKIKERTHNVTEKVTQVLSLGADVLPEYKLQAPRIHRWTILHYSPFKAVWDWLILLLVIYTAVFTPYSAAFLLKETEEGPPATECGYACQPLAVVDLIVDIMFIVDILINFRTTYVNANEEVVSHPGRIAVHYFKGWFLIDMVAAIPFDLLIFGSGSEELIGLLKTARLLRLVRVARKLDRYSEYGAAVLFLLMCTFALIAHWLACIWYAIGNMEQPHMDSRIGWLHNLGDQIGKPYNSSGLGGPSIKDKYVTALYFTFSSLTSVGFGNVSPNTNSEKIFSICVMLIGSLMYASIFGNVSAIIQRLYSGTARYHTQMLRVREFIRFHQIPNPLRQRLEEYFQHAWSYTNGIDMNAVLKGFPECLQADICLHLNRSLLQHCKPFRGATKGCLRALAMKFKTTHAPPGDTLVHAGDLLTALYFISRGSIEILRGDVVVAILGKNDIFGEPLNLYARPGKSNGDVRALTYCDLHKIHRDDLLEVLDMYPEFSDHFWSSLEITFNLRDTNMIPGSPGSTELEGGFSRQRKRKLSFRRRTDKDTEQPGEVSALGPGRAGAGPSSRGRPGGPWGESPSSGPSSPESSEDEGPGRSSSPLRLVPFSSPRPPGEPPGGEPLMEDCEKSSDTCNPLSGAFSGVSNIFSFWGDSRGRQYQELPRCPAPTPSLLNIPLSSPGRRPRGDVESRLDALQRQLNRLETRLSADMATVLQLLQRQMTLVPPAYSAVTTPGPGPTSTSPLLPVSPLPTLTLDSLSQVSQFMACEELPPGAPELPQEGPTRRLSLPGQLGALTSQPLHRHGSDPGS
ANO1 block: TMEM16A chloride channel inhibitors, primary screen, cell-based, HTS; Anoctamin-1 (Mus musculus), Q8BHY3; HEK293 TMEM16A/YFP iodide influx fluorescence, ionomycin; normalized B-score (activity score, 25-100; higher = stronger inhibition) at 10 µM; 310,000 compounds, 1.2% hits; AID 588511, 2011;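 active = ratio plate-corrected score three or more library SD toward inhibition, starting fluorescence score within five deviations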;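 note: score derived from kinetic fluorescence span divided by baseline fluorescence per well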
KCNQ1 inh: inhibitors of human KCNQ1 channel, primary screen, cell-based, thallium flux, high-throughput | B-score at 10 µM | AID 2642, 2010 | Potassium voltage-gated channel subfamily KQT member 1 (Homo sapiens), P51787 | CHO-K1 KCNQ1, FluxOR thallium flux fluorescence; stronger effect = higher value | 310,000 compounds, 1.3% hits;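 active = compounds whose thallium flux B-score, printed positive for inhibition, exceeds three library SD while starting fluorescence stays within three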;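 note: channel opened by potassium depolarization with thallium stimulus after 20 min compound exposure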
KCNK3 block: human KCNK3 channel inhibitors, primary screen, CHO cells, FluxOR thallium flux, B-score | B-score at 10 µM | Potassium channel subfamily K member 3 (Homo sapiens), O14649 | FluxOR fluorescence; stronger effect = lower value | 340,000 compounds, 0.84% hits;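 active = B-score under library mean minus 4 SD, starting fluorescence ratio at most library mean plus 5 SD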;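 note: more negative B-score means stronger inhibition of thallium flux through KCNK3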
KCNQ1 pot: potentiators or activators of KCNQ1 channel, primary screen, cell-based, thallium flux, high-throughput | Potassium voltage-gated channel subfamily KQT member 1 (Homo sapiens), P51787 | AID 2648, 2010 | CHO-K1 KCNQ1, thallium flux FluxOR fluorescence; stronger effect = higher value | 310,000 compounds, 0.35% hits | B-score at 10 µM;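 active = fluorescence ratio B-score, a plate-corrected score, at least three library SD, with initial intensity B-score within 5 SD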
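System: Stable KCNQ1 CHO-K1 line | Incubation: 90 min dye loading and 20 min compound exposure, both at room temperature | Measure: Ratio B score | Medium: Assay buffer for compound exposure, DMSO matched across wells | Compound dosing: Single-concentration screen | Probe or stimulus: K+/Tl+ depolarizing stimulus | Measured by: Kinetic FluxOR fluorescence, 10 s baseline plus 110 s post-stimulus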
KCNK9 block: KCNK9 potassium channel inhibitors, primary screen, HEK293 cells, thallium flux; Potassium channel subfamily K member 9 (Homo sapiens), Q9NPC2; FluxOR thallium flux fluorescence; stronger effect = lower value; B-score at 10 µM; 310,000 compounds, 1.2% hits; AID 488922, 2010;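 active = ratio B-score over 3 SD below the library mean, with starting fluorescence within 5 SD of its mean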;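 note: negative B-score means less thallium flux so channel inhibition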
MrgX1 allo act: positive allosteric modulators of MrgX1, primary screen, HEK293 cells, Fluo-4 calcium flux; FDSS; stronger effect = higher value; B-score at 10 µM; 310,000 compounds, 0.63% hits;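 active = plate-corrected calcium response at least 3 library SD above typical, normal starting fluorescence, not activating the receptor alone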;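 note: compound read alongside a low EC10 to EC30 dose of BAM8-22 agonist; peak minus trough fluorescence over baseline measured at the second addition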
ANO1 activ: TMEM16A chloride channel activators or potentiators, primary screen, cell-based, HTS | AID 623877, 2012 | 340,000 compounds, 0.3% hits | B-score at 10 µM | HEK293 TMEM16A/YFP-H148Q/I152L, iodide quench fluorescence; stronger effect = lower value | Anoctamin-1 (Mus musculus), Q8BHY3;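 active = fluorescence-ratio B-score plate-corrected deviation score at least 3 library SD below zero, with starting fluorescence score within 5 deviations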;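 note: channel opened by trigger with iodide after compound preincubation; score built on the fluorescence ratio of max minus min over baseline; more negative score means more quench and so TMEM16A activation or potentiation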
RGS4 pot: RGS4 potentiators or activators, primary screen, cell-based, HEK293 M3R inducible RGS4, calcium flux; carbachol calcium flux Fluo4; stronger effect = lower value; B-score at 10 µM; 310,000 compounds, 0.92% hits; AID 463111, 2010;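 active = B-score of the integrated calcium signal more than 4 SD below the library mean, with starting fluorescence not abnormally high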;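 note: negative B-score means reduced calcium response which marks RGS4 activation or potentiation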
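Material: M3R-expressing HEK293 line, RGS4 induced by doxycycline | Schedule: Overnight RGS4 induction, 30 min dye load 37 °C, 20 min compound RT | Measured by: Fluo4 fluorescence kinetic imaging of calcium | Read-out: Integrated calcium ratio converted to B score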
Numbers without * were called inactive; i = inactive; nt = no result given.

Molecule	RGS4 pot	MrgX1 ag	KCNQ1 pot	KCNQ1 inh	ANO1 block	MrgX1 allo act	KCNK9 block	KCNK3 block	hERG rescue	ANO1 activ	RGS4 block
CC(=O)c1c(C)nn(CCC(=O)O)c1C	i	i	i	i	i	i	i	i	-5.8	i	i
c1csc(-c2nnc(COc3ccc4c(c3)OCO4)o2)c1	i	i	i	i	i	i	i	i	-6.6	i	i
CCc1ccccc1-n1c(SCC(=O)NC)nnc1-c1cccnc1	i	i	i	i	i	i	i	i	2.0	i	i
Cc1cc(-c2nnc(CCC(=O)NC(Cc3ccccc3)c3ccccc3)o2)no1 (centres undefined)	i	i	i	i	i	i	i	i	-12.1	i	i
O=S(=O)(NCc1ccc(Cl)cc1)NCc1ccccc1F	i	i	i	i	i	i	i	i	-5.5	i	i
COc1ccc(C2=NN(C(=O)CCC(=O)O)C(c3ccccc3OC)C2)cc1 (centres undefined)	i	i	i	i	i	i	i	i	-12.0	i	i
C=CCn1c(N2CCN(c3ccc(OC)cc3)CC2)nc2c1c(=O)[nH]c(=O)n2C	i	i	i	i	i	i	i	i	-6.4	i	i
Cc1cc(C(=O)NCC(C)(C)N2CCOCC2)c(C)o1	i	i	i	i	i	i	i	i	-15.8	i	i
CCCCNC(=O)CSc1nc(Cc2ccccc2)nc2ccccc12	i	i	i	i	i	i	i	i	-5.9	i	i
CC(=O)N1CC(C)Oc2ccc(S(=O)(=O)NC(CC(=O)O)c3ccccc3)cc21 (centres undefined)	i	i	i	i	i	i	i	i	-5.2	i	i
CC(=O)Nc1ccc(-c2nnc(SCC(=O)n3c4c(c5ccccc53)CCCC4)n2C)cc1	i	nt	i	i	nt	nt	i	i	-0.2	i	i
CCc1ccc(C(=O)Nc2cccnc2Oc2ccc(Cl)cc2)cc1	i	i	i	i	i	i	i	i	-4.7	i	i
CC(C)c1nnc(NC(=O)CCC(=O)N2CCN(c3ccccn3)CC2)s1	i	i	i	i	i	i	i	i	-16.7	i	i
O=C(NCC1CCCO1)c1ccc(Cl)c(S(=O)(=O)N2CCOCC2)c1 (centres undefined)	i	i	i	i	i	i	i	i	-5.9	i	i
COc1ccc(C(=O)NN2CCOCC2)cc1[N+](=O)[O-]	i	i	i	i	i	i	i	i	-5.9	i	i
O=C(CCn1c(=O)c2ccccc2n(Cc2ccccc2)c1=O)NCc1ccc2c(c1)OCO2	i	i	i	i	i	i	i	i	-4.3	i	i
O=C(COc1ccc(Cl)cc1)OCc1csc(Nc2ccccc2)n1	i	i	i	i	i	i	i	i	-4.1	i	i
COc1ccc(Cl)cc1NC(=O)CN(C)C(=O)c1ccc(C)s1	i	i	i	i	i	i	i	i	-10.1	i	i
COc1ccc(-c2cc(C(F)F)n3ncc(C(=O)Nc4cnn(Cc5ccccc5)c4)c3n2)cc1	i	i	i	i	i	i	i	nt	-15.4	nt	i
CN(C)CCCNC(=O)c1ccc(-c2ccccc2)cc1	i	i	i	i	i	i	i	i	-7.4	i	i
COc1ccc(CNC(=O)CSc2ccsc2[N+](=O)[O-])cc1	i	i	i	i	i	i	i	i	-12.1	i	i
Cc1noc(C)c1COc1cccc(C(=O)NCc2cccc(Cl)c2)c1	i	i	i	i	i	i	i	i	1.7	i	i
Cc1c(Cl)cccc1NC(=O)Cc1cccs1	i	i	i	i	i	i	i	i	-1.6	i	i
COc1ccc(/C=C/C(=O)N(C)Cc2cccs2)cc1S(=O)(=O)N1CCOCC1	i	i	i	i	i	i	i	i	-3.8	i	i
Cc1ccccc1NC(=O)/C=C/c1cccs1	i	i	i	i	i	i	i	i	-15.1	i	i
Cc1ccc(C)c(NC(=S)N2CCN(Cc3ccccc3)CC2)c1	i	i	i	i	i	i	i	i	-8.7	i	i
COc1ccc(N2CCN(C(=O)C(Cc3ccccc3)n3cccc3)CC2)cc1 (centres undefined)	i	i	i	i	i	i	i	i	-12.3	-14.6*	i
COc1ccc(-c2ncc3ccccn23)cc1OC	i	i	i	i	i	i	i	i	-11.0	i	i
CCOc1cccc2cc(C(=O)N3CC(C)OC(C)C3)c(=O)oc12 (centres undefined)	i	i	i	i	i	i	i	i	-5.7	i	i
COc1ccc(-c2nnc(SCC(=O)N3CCC(Cc4ccccc4)CC3)o2)cc1OC	i	i	i	i	i	i	i	i	-16.2	i	i
COc1cc(C=O)ccc1OCCOCCOc1c(C)cc(Cl)cc1Cl	i	i	i	i	i	i	i	i	-11.8	i	i
O=S(=O)(c1cccs1)N1CCC(CO)(Cc2cccc(F)c2)CC1	i	i	i	i	i	i	i	i	-19.2	i	i
O=C(Nc1nc(-c2cccc([N+](=O)[O-])c2)cs1)c1cccc([N+](=O)[O-])c1C(=O)O	i	i	i	i	i	i	i	i	-4.2	i	i
COc1ccc(OC)c2sc(N3CCN(C(=O)c4ccc([N+](=O)[O-])s4)CC3)nc12	i	i	i	i	i	i	i	i	-11.4	i	i
CCC(=O)Nc1ccc(/C(C)=N\NC(=O)c2ccc(C)s2)cc1	i	i	i	i	i	i	i	i	-1.1	i	i
CC(=O)Nc1ccc(/C=N/NC(=O)c2cccs2)cc1	i	i	i	i	i	i	i	i	-11.2	i	i
CC(C)CN1C(=O)c2ccc(C(=O)Nc3nccs3)cc2C1=O	i	i	i	i	i	i	i	i	-8.9	i	i
CN(C)CCCOC(=O)COc1ccc(Br)cc1	i	i	i	i	i	i	i	i	-6.8	i	i
COCCCNCC(=O)Nc1ccc(OC(F)(F)F)cc1	i	i	i	i	i	i	i	i	-1.0	i	i
CC1CCN(S(=O)(=O)CCNC(=O)c2ccccc2)CC1	i	i	i	i	i	i	i	i	-8.1	i	i
CCN1CCCc2cc(CN(CCN3CCOCC3)C(=S)Nc3cccc(Cl)c3)ccc21	i	i	i	i	i	i	i	i	-13.0	i	i
COc1ccccc1N1CCN(C(=S)Nc2ccc(F)cc2)CC1	i	i	i	i	i	i	i	i	-0.4	i	i
COc1ccc2nc(NC(=O)CSc3nnc(C)s3)sc2c1	i	i	i	i	i	i	i	i	-0.1	i	i
COC(=O)c1ccc2[nH]c(C)c(CN3CCCC3)c(=O)c2c1	i	nt	i	i	nt	nt	i	i	-10.0	i	i
Cc1ccc(C)c(N2CCN(C(=O)CN3C(=O)c4ccccc4C3=O)CC2)c1	i	i	i	i	i	i	i	i	-6.1	i	i
O=C(C1CC=CCC1)N1CCN(C(=O)C2CC=CCC2)CC1 (centres undefined)	i	i	i	i	i	i	i	i	2.2	i	i
Cc1ccc(NC(=S)N2CCC(NC(=O)c3ccccc3)CC2)cc1	i	i	i	i	i	i	i	i	-2.9	i	i
O=S(=O)(c1ccc(-n2cnnn2)cc1)N1CCN(c2ccccc2F)CC1	i	i	i	i	i	i	i	i	-10.1	i	i
Fc1ccc(-c2cnn3c(-c4ccncc4)ccnc23)cc1	i	i	i	i	i	i	i	i	-3.2	i	i
CCc1ccc(CNCc2cccs2)cc1	i	i	i	i	i	i	i	i	-16.1	i	i
CN(Cc1ccccc1)C(=O)c1cccc(N2C(=O)NC3CC2(C)Oc2ccccc23)c1 (centres undefined)	i	i	i	i	i	i	i	i	-8.8	i	i
CCOc1ccccc1N1CCN(C(=S)NC(=O)C23CC4CC(CC(C4)C2)C3)CC1	i	i	i	i	i	i	i	i	-6.2	i	i
Cc1nc(NC(=O)c2cc3c(C)nn(-c4ccccc4)c3s2)sc1C(=O)Nc1ccccc1	i	i	i	i	i	i	i	i	-8.9	i	i
O=S(=O)(c1cccc2ccccc12)N1CCSC1	nt	i	nt	nt	i	i	nt	i	nt	i	nt
Cn1c(=O)c(-c2cc(=O)[nH][nH]2)c(O)c2ccccc21	i	i	i	i	i	i	i	i	0.9	i	i
COc1ccc(CCNS(=O)(=O)c2cccc(F)c2)cc1OC	i	i	i	i	i	i	i	i	-7.4	i	i
COc1ccc(C(=O)NC2CCCc3c2cnn3-c2ccc(C)c(C)c2)c(OC)c1OC (centres undefined)	i	i	i	i	i	i	i	i	-17.7	i	i
Cn1c(=O)c2c(ncn2CC(=O)Nc2nc3ccc(F)cc3s2)n(C)c1=O	i	i	i	i	i	i	i	i	-2.3	i	i
S=c1[nH]nc(-c2cc(-c3ccccc3)n[nH]2)n1/N=C/c1c2ccccc2cc2ccccc12	i	i	i	i	i	i	i	i	-14.3	i	i
Cc1ccc(NC(=O)C2=CC(c3ccc(C)cc3)=NS(=O)(=O)N2C)cc1	i	i	i	i	i	i	i	i	-8.2	i	i

(more compounds)
Molecule	RGS4 pot	MrgX1 ag	KCNQ1 pot	KCNQ1 inh	ANO1 block	MrgX1 allo act	KCNK9 block	KCNK3 block	hERG rescue	ANO1 activ	RGS4 block
NNC(=O)c1nc[nH]c1C(=O)Nc1ccccn1	i	i	i	i	i	i	i	i	-17.3	i	14.7*
COC(=O)Oc1nsnc1N1CCOCC1	i	i	i	i	i	i	i	i	-7.8	i	i
CCc1cccc(OCCCCNCCOC)c1	i	i	i	i	i	i	i	i	-10.2	i	i
O=C(CN1C(=O)COc2ccccc21)N(Cc1ccc2c(c1)OCO2)CC1CCCO1 (centres undefined)	i	i	i	i	i	i	i	i	-12.6	i	i
CC(=O)c1cccc(S(=O)(=O)Nc2cccc(S(=O)(=O)NC3=NCCC3)c2)c1	i	i	i	i	i	i	i	i	-5.3	i	i
CC1(C)Cc2nc3sc4c(SCC(=O)NC(c5ccccc5)c5ccccc5)ncnc4c3cc2CO1	i	i	i	i	i	i	i	i	0.9	i	i
